RNase H inhibition – RNase H inhibition, HIV 1 Gag Pol polyprotein, FRET biochemical assay, screening (AID 372); hit rate 0.77% among 100,000; HIV-1 RT RNase H, FRET RNA/DNA substrate fluorescence; higher % means a stronger effect; inhibition, % at 10 µM, or IC50 in µM where a hit was titrated; in the data active = inhibition above about 50%
The depositor's hits bear a star; & = joins results of further samples. A portion of the library, so the mix of outcomes need not match the whole.

SMILES	RNase H inhibition
CCNC(=NCCc1ccc(OC)c(OC)c1)SC1CC(=O)N(c2ccccc2F)C1=O (stereo unspecified)	11%
COc1ccc(C(=O)NNC(=O)c2cccc([N+](=O)[O-])c2)cc1	6%
OCC1(CO)COC2(CCN(Cc3ccccc3)CC2)N1	5%
CCOc1ccc(NC(=O)/C(C#N)=C\c2c(C)n(C)c3ccccc23)cc1	10%
O=C1NN(c2ccc(I)cc2)C(=O)/C1=C\c1ccc(-c2cc([N+](=O)[O-])ccc2O)o1	18%
COc1ccccc1NC(=O)CC1S/C(=N\N=C(/C)c2cccc(NC(C)=O)c2)NC1=O (stereo unspecified)	8%
O=C(NCC1(c2ccccc2)CCCC1)c1ccccc1	6%
C=CCN1C(=O)/C(=C/c2cccc([N+](=O)[O-])c2O)SC1=S	10%
COc1ccc(C(=O)NCCc2ccc(F)cc2)cc1	0%
O=C(CCNc1ccc(F)cc1)c1ccc(Cl)c(Cl)c1	0%
COc1ccc(NC(=O)COc2c(C)cc(Cl)cc2Cl)cc1OC	13%
O=C1NC(=O)C(=Cc2ccc(-c3cc(Cl)cc(Cl)c3)o2)C(=O)N1	43%
CN1C(=O)C(=Cc2ccc(O)c(Cl)c2)C(=O)N(C)C1=O	11%
O=C(CN1C(=O)/C(=C/c2ccccc2Cl)SC1=S)Nc1ccc(C(=O)O)cc1	7%
CCNC(=O)c1c(N)sc2c1CCCCC2	7%
Oc1ccc2ccccc2c1C=Nc1ccc(I)cc1	22%
CCOC(=O)CCc1c(C)c2ccc(O)cc2oc1=O	1%
CCOc1ccccc1NC(=O)CN(c1cccc(OC)c1)S(=O)(=O)c1ccccc1	12%
O=c1c(Cc2ccccc2)c(O)nc2n1CCS2	5%
O=C(COc1ccc(Br)cc1)Nc1ccccc1	26%
CCC1(C)Cc2c(sc3[nH]c(=S)n(-c4ccccc4)c(=O)c23)CO1 (stereo unspecified)	3%&4%
CCc1cc(=O)oc2cc(OCc3ccc(C)cc3)ccc12	9%
Cc1cccnc1NC(=O)Nc1cccc(F)c1	7%
O=C(NCc1ccccc1)C(=O)NCc1ccncc1	1%
O=C(Nc1ccccc1I)c1ncn[nH]1	54%*
CCOC(=O)c1sc(NC(=O)CN2CCOCC2)c(C(=O)OCC)c1C	3%
Cc1ccc(N(CC(=O)N2CCN(c3ccccc3)CC2)S(C)(=O)=O)cc1	1%
O=C(CN1CCSCC1)N/N=C/c1cccnc1	7%
Clc1ccccc1-c1noc(COc2ccc(Br)cc2)n1	27%
CC1CCN(c2ccc(/C=C(\C#N)c3nn(-c4ccccc4)c(N)c3C#N)cc2[N+](=O)[O-])CC1	6%
O=c1c2c([nH]c(=S)n1CC1CCCC1)-c1ccccc1CC21CCCC1	7%
CCCCOC(=O)C1=C(C)N(C)C(=O)NC1c1ccccc1Cl (stereo unspecified)	19%
O=C(Nc1ccccc1F)c1cnccn1	14%
COCCNCCOCCOc1ccccc1Br	6%
COc1ccccc1N/C(N)=N/c1nc(C(F)(F)F)cc(=O)[nH]1	7%
CC(=O)Nc1ccc(NC(=O)c2ccc(Cl)cc2Cl)c(Cl)c1	15%
COc1ccc(/C=C2\C(=O)NC(=O)N(c3ccccc3Cl)C2=O)cc1Br	16%
O=C(NC1CCN(Cc2ccccc2)CC1)c1ccccc1Cl	1%
Cc1ccc(N2C(=O)S/C(=C/c3ccc4c(c3)OCO4)C2=O)cc1	2%
C=CCc1ccc(OCCCOc2c(C)ccc(C)c2C)c(OC)c1	28%
O=C(Nc1ccc(S(=O)(=O)N2CCCCCC2)cc1)C(F)(F)F	0%
COC(=O)c1ccc(-n2c(C)cc(/C=C(/C#N)C(=O)Nc3cccc(C)c3)c2C)cc1	8%
CC(C)c1ccc(N2C(=O)/C(=C/c3cc(Cl)c(O)c(Cl)c3)C(=O)NC2=S)cc1	22%
O=C(N/N=C/c1ccccc1OCc1ccccc1)c1ccc(O)cc1	0%
Cc1cccc(N2C(=O)NC(=O)/C(=C\c3ccc(Oc4ccc([N+](=O)[O-])cn4)cc3)C2=O)c1	13%
CCN(CC)CCNC(=O)c1ccc(NC(=S)NC(=O)c2cccnc2)cc1	5%
O=C(/C=C/c1cc(Br)cs1)Nc1cccc2cccnc12	10%
COc1cccc(/C=N/NS(=O)(=O)c2ccc(C)cc2)c1	10%
Cc1cc(C)c(OCC(=O)Nc2ccc(C)cc2[N+](=O)[O-])c(Cl)c1	16%
Cn1c(/C=C/c2cccc3ccccc23)c([N+](=O)[O-])c(=O)n(C)c1=O	11%

(list continues)
SMILES	RNase H inhibition
CCOC(=O)c1ccc(N2C(=O)CC(N3CCN(c4cccc(C(F)(F)F)c4)CC3)C2=O)cc1 (stereo unspecified)	4%
C(=N\N=C\c1cc2ccccc2[nH]1)/c1cc2ccccc2[nH]1	13%
COc1ccc(-c2nc(-c3cc4cc([N+](=O)[O-])c(O)cc4oc3=O)cs2)cc1	22%
O=S(=O)(Nc1cccc(-c2nc3ccccc3s2)c1)c1ccccc1	15%
COC(=O)c1sc(NC(=O)c2cc3nc(-c4ccc(Br)cc4)cc(C(F)(F)F)n3n2)c(C(=O)OC)c1C	11%
O=C(c1ccc(F)cc1)c1ccc(-c2[nH]c(-c3ccc(O)c(O)c3)nc2-c2ccccc2)cc1	46%
N#C/C(=C\c1cccc2ccccc12)c1nc(-c2ccc(Cl)cc2)cs1	27%
Cc1ccc(NC(=O)C(C)Sc2ccccc2)cc1C (stereo unspecified)	6%
O=C1NC(=Nc2ccc(Br)cc2)S/C1=C\c1ccc2c(c1)OCO2	21%
CCc1ccc(CN2CCN(S(=O)(=O)c3ccc(Cl)cc3)CC2)cc1	5%
C=C(C)c1cccc(C(C)(C)NC(=O)Nc2ccc(I)cc2)c1	13%
CCCCNCCCCCOc1ccc(Br)cc1	5%
Cc1occc1C(=O)N/N=C/c1ccc[nH]1	1%
COc1ccc(C)cc1NC(=O)c1ccc(-n2cnnn2)cc1	0%
COc1ccc(C2=C/C(=C3\OC(=O)c4ccccc43)C(=O)O2)cc1OC	6%
COCCOC(=O)c1c(C)oc2ccc(OCC(N)=O)cc12	0%
COc1cc(C(c2c[nH]c3ccccc23)c2c[nH]c3ccccc23)ccc1O	7%
COC(=O)c1ccccc1NC(=O)c1cccc(OC)c1	3%
COc1ccc(C2NC(=O)NC(C)=C2C(=O)Nc2ccc(Cl)cc2)c(OC)c1 (stereo unspecified)	6%
O=[N+]([O-])c1ccc2nc3c4ccccc4n(CCCN4CCOCC4)c3cc2c1	13%
CC1=NN(c2cccc(C(=O)O)c2)C(=O)/C1=C\c1ccc(-c2cc([N+](=O)[O-])ccc2C)o1	25%
Cc1oc(C(=O)O)cc1CSCc1oc(-c2ccccc2)cc1C(=O)O	0%
CCOC(=O)C1=C(C)N=c2s/c(=C/c3ccc(C)o3)c(=O)n2C1c1ccccc1OC (stereo unspecified)	14%
O=C1/C(=C\c2ccc(-c3cccc(Cl)c3)o2)SC(=S)N1CCS(=O)(=O)O	20%
Oc1cnc2ccccc2c1CN1CCOCC1	2%
OCCNCCCCCOc1cccc(Cl)c1Cl	5%
Cc1ccccc1C(=O)Nc1cc(Cl)cc(Cl)c1	0%
Cc1ccc(N(Cc2ccccc2)C(=O)c2ccc([N+](=O)[O-])cc2)cc1	7%
CC(=O)Nc1ccc(Nc2ncc([N+](=O)[O-])cc2[N+](=O)[O-])cc1	0%
Cc1cc([N+](=O)[O-])ccc1N1C(=O)C2C(C1=O)C1(C)C(=O)C2(C)C(c2ccccc2)=C1c1ccccc1 (stereo unspecified)	8%
CCOc1c(I)cc(/C=C2\N=C(c3ccccc3Cl)OC2=O)cc1OC	19%
N#C/C(=C\c1ccccc1Cl)c1nc(-c2ccc(Cl)c(Cl)c2)cs1	9%
CC(=O)Nn1c(O)c(C2=c3cc(C)ccc3=NC2=O)sc1=S	3%
COc1ccc(S(=O)(=O)Oc2cccc(C=C3C(=O)NC(=O)NC3=O)c2)cc1	11%
CSc1ccc(C2C(C(=O)OCCc3ccccc3)=C(C)NC3=C2C(=O)CCC3)cc1 (stereo unspecified)	1%
CC(=O)N1c2ccccc2NC2=C(C(=O)CC(C)(C)C2)C1c1ccccn1 (stereo unspecified)	3%
O=C1c2cccc3cccc(c23)C(=O)N1CCN1CCN(C(=S)Nc2ccc(Cl)cc2)CC1	15%
CC(C)C(NS(=O)(=O)c1ccc(Cl)cc1)C(=O)NN (stereo unspecified)	0%
C(=N\N1CCN(c2ccccn2)CC1)/c1ccco1	8%
COc1ccc2c(=O)c(Oc3cc(C)cc(C)c3)coc2c1	10%
COc1cc2ccccc2cc1C(=O)Nc1cccc(-c2nc3ccc(C)cc3o2)c1	18%
COc1ccccc1CNC(=O)c1ccccc1I	6%
C/C(=N\Nc1nc(C)cc(-c2ccccc2)n1)c1ccc(O)cc1	0%
COC(=O)Cn1cc(/C=C2\C(=O)NC(=S)N(c3ccccc3F)C2=O)c2ccccc21	35%
Cc1ccc(NC(=O)C2CC(=O)N(c3ccc(C)cc3)C2)cc1 (stereo unspecified)	6%
NS(=O)(=O)c1cccc(NC(=O)c2ccc(OCc3ccccc3)cc2)c1	8%
C/C(=N\NC(=O)c1ccccc1I)c1ccc(Br)cc1	26%
O=C(COc1ccc(Cl)cc1)N1CCCCC1	15%
COc1ccc(NC(=O)/C(C#N)=C/c2ccc(OC)cc2OC)cc1	0%
O=C(CNC(=O)c1ccc(Cl)cc1Cl)c1ccccc1	5%

The listing continues.
SMILES	RNase H inhibition
CCOC(=O)C1=C(C)N=c2s/c(=C\c3ccccc3OCc3ccccc3Cl)c(=O)n2C1c1ccc(OC)cc1 (stereo unspecified)	3%
CC1=CC(C)(C)Nc2ccc(OC(=O)c3sc4cc([N+](=O)[O-])ccc4c3Cl)cc21	9%
Cc1ccc([N+](=O)[O-])cc1-c1ccc(/C=C2/C(=O)NC(=O)N(C)C2=O)o1	27%
CCC(=O)N1c2ccccc2NC2=C(C(=O)CC(C)(C)C2)C1c1ccc(C#N)cc1 (stereo unspecified)	4%
COc1ccc(OC)c(/C=N/Nc2nc3cc(C)ccc3cc2C)c1	38%
Cc1cc(C)c2oc(-c3ccc(NC(=O)c4cccc([N+](=O)[O-])c4)cc3)nc2c1	0%
O=C1C2C(C(=O)N1/N=C/c1c3ccccc3cc3ccccc13)C1C=CC2C12CC2 (stereo unspecified)	9%
CCCC1CCC(c2nc(-c3cccnc3)no2)CC1 (stereo unspecified)	9%
Cc1cccc(C(=O)N/N=C/c2cccc(O)c2O)c1	45%
COc1cc(CNc2ccc3c(c2)CCC3)cc(OC)c1O	14%
O=C(CCC(=O)OCC(=O)c1ccc([N+](=O)[O-])cc1)Nc1ccc(Oc2ccccc2)cc1	0%
O=C(NC(=S)Nc1ccccc1F)c1cccc(F)c1	13%
O=C(O)CN1C(=O)/C(=C\c2ccccc2Cl)SC1=S	4%
C=CCn1c(O)c(/C=C2\C(C)=Nc3ccccc32)c(=O)[nH]c1=O	2%
Cc1[nH]c(=O)c(C(=O)/C=C/c2ccccc2Cl)c2c1CCCC2	15%
N#CC(C#N)=Cc1cn(-c2ccccc2)nc1-c1cccnc1	0%
COc1cc(C(=O)NC(=S)Nc2cc(-c3nc4ccccc4o3)ccc2C)cc(OC)c1OC	11%
CCCc1c(C)c2ccc(OCc3ccc(F)cc3)cc2oc1=O	6%
CCc1ccccc1NC(=O)CCN1C(=O)/C(=C/c2ccccc2Cl)SC1=S	7%
OCCNC1CCCc2c1[nH]c1ccc(-c3ccccc3)cc21 (stereo unspecified)	15%
CCc1ccccc1NC(=O)C1CC(=O)N(c2ccc(Br)cc2)C1 (stereo unspecified)	0%
COc1cc(NC(=O)Cc2ccc([N+](=O)[O-])cc2)cc(OC)c1	14%
O=C(/C=C/c1ccccc1)N1CCN(c2ccc(F)cc2)CC1	6%
O=C(O)c1cccc(N=Cc2ccc(O)cc2O)c1	9%
COc1ccc(C2(CNCC(O)COc3ccccc3)CCCC2)cc1OC (stereo unspecified)	7%&9%
CC1=C(C(=O)OC2CCCC2)C(c2cccc(Cl)c2Cl)C2=C(CCCC2=O)N1 (stereo unspecified)	6%
Cc1cccc(C)c1OCC(=O)NN=Cc1ccc(N(C)C)cc1	10%
C=CCNC(=O)Cc1ccc([N+](=O)[O-])cc1	11%

Filtered by structure: the entries above containing a nitro group on carbon (19)
SMILES	RNase H inhibition
COc1ccc(C(=O)NNC(=O)c2cccc([N+](=O)[O-])c2)cc1	6%
O=C1NN(c2ccc(I)cc2)C(=O)/C1=C\c1ccc(-c2cc([N+](=O)[O-])ccc2O)o1	18%
C=CCN1C(=O)/C(=C/c2cccc([N+](=O)[O-])c2O)SC1=S	10%
CC1CCN(c2ccc(/C=C(\C#N)c3nn(-c4ccccc4)c(N)c3C#N)cc2[N+](=O)[O-])CC1	6%
Cc1cccc(N2C(=O)NC(=O)/C(=C\c3ccc(Oc4ccc([N+](=O)[O-])cn4)cc3)C2=O)c1	13%
Cc1cc(C)c(OCC(=O)Nc2ccc(C)cc2[N+](=O)[O-])c(Cl)c1	16%
Cn1c(/C=C/c2cccc3ccccc23)c([N+](=O)[O-])c(=O)n(C)c1=O	11%
COc1ccc(-c2nc(-c3cc4cc([N+](=O)[O-])c(O)cc4oc3=O)cs2)cc1	22%
O=[N+]([O-])c1ccc2nc3c4ccccc4n(CCCN4CCOCC4)c3cc2c1	13%
CC1=NN(c2cccc(C(=O)O)c2)C(=O)/C1=C\c1ccc(-c2cc([N+](=O)[O-])ccc2C)o1	25%
Cc1ccc(N(Cc2ccccc2)C(=O)c2ccc([N+](=O)[O-])cc2)cc1	7%
CC(=O)Nc1ccc(Nc2ncc([N+](=O)[O-])cc2[N+](=O)[O-])cc1	0%
Cc1cc([N+](=O)[O-])ccc1N1C(=O)C2C(C1=O)C1(C)C(=O)C2(C)C(c2ccccc2)=C1c1ccccc1 (stereo unspecified)	8%
CC1=CC(C)(C)Nc2ccc(OC(=O)c3sc4cc([N+](=O)[O-])ccc4c3Cl)cc21	9%
Cc1ccc([N+](=O)[O-])cc1-c1ccc(/C=C2/C(=O)NC(=O)N(C)C2=O)o1	27%
Cc1cc(C)c2oc(-c3ccc(NC(=O)c4cccc([N+](=O)[O-])c4)cc3)nc2c1	0%
O=C(CCC(=O)OCC(=O)c1ccc([N+](=O)[O-])cc1)Nc1ccc(Oc2ccccc2)cc1	0%
COc1cc(NC(=O)Cc2ccc([N+](=O)[O-])cc2)cc(OC)c1	14%
C=CCNC(=O)Cc1ccc([N+](=O)[O-])cc1	11%
